High-throughput results (PubChem BioAssay)
MC4R barr agon – activates human MC4R beta-arrestin recruitment; P32245; U2OS MC4R beta-arrestin complementation, luminescence; percent of melanotan II response, DMSO zero; activation, % at 8.9 µM; actives 0.98% (n = 360,000);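 active = activation above a per-plate cutoff, the mean activation of sample wells on that plate plus 3 SD, cut at about 8% in these data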
Target sequence (P32245 whole entry, looked up): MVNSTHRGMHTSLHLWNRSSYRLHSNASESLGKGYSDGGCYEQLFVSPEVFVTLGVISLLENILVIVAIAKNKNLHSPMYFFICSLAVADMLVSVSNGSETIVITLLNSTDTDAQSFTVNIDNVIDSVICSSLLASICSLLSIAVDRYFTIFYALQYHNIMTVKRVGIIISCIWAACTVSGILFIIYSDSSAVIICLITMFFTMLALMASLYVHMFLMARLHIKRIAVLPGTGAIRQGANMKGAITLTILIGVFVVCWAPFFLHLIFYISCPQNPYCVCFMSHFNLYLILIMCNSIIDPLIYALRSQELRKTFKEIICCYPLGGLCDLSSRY
SRC1 inh – inhibits human SRC1 coactivator; inhibition, % at 3.6 µM; AID 588354; actives 0.12% (n = 360,000); Q15788; HEK293 GAL4-SRC1 luciferase reporter, luminescence;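 active = inhibition above the campaign mean plus 3 SD, with each screening campaign given its own cutoff, cut at about 60% in these data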;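 note: 0% = DMSO treated cells and 100% = gossypol at 36 µM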
SRC3 inh – human NCOA3 inhibition; HEK293 GAL4-SRC3 luciferase reporter, luminescence; actives 0.17% (n = 360,000); Q9Y6Q9; inhibition, % at 3.6 µM;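 active = inhibition above a per-campaign cutoff, the mean of all compounds plus 3 SD, cut at about 60% in these data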;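 note: 0% = DMSO-treated cells and 100% = gossypol-treated cells at 36 µM; higher means less SRC3-driven luciferase light from the GAL4 reporter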
EBV LMP1 NFkB – reduces LMP1-driven NF-kappaB luciferase signal. LMP1-induced NF-kappaB luciferase reporter cells, luminescence. inhibition, % at 12.5 µM. actives 0.69% (n = 350,000). AID 504558; in the data active = inhibition above about 41%;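 note: 0% = neutral control wells and 100% = reference inhibitor control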
NR5A2 inv ag – suppresses constitutive activity of human LRH-1; O00482; HEK293T StAR-luciferase reporter, LRH-1 transfected, 24 h; inhibition, % at 3.6 µM; actives 0.13% (n = 360,000); AID 602396;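 active = inhibition above the mean inhibition of all tested compounds plus 3 SD, cut at about 73% in these data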;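 note: 0% = DMSO wells and 100% = reporter-only cells lacking LRH-1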
MC4R antagonist – human MC4R antagonism in cAMP assay; P32245; MC4R-expressing cells, MTII-stimulated cAMP, LANCE TR-FRET; inhibition, % at 6.5 µM; actives 0.48% (n = 360,000);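 active = inhibition above its plate's cutoff, the mean of tested wells on that plate plus 3 SD, cut at about 29% in these data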;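 note: 0% = Melanotan II alone and 100% = Melanotan II plus saturating MCL0020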
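Material: human MC4R-expressing U2OS cells. Probe or stimulus: Melanotan II challenge. Dosing: 6.5 µM single dose. Times: 30-min compound, 1-h challenge, 1-h detection, room temperature. Technique: TR-FRET with Eu-cAMP and labeled anti-cAMP, 671 nm. Replication: singlicate.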
COUP-TFII inh – blocks human COUP-TFII nuclear receptor; HEK293T NGFI-A luciferase reporter, luminescence; P24468; inhibition, % at 8.6 µM; actives 0.7% (n = 370,000);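 active = inhibition above a per-plate cutoff, mean inhibition of test wells between control levels plus 3 SD, cut at about 38% in these data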;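 note: cells cotransfected with COUP-TFII expression vector driving the NGFI-A reporter; 0% = median of COUP-TF2 test wells and 100% = reporter-only cells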
ABHD5-PLIN5 inh – ABHD5-PLIN5 protein interaction inhibition. Q00G26+Q8WTS1. Split G. princeps luciferase complementation, luminescence, 4 h. inhibition, % at 4 µM. actives 0.78% (n = 360,000). AID 602281;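 active = inhibition above the mean inhibition across every tested compound plus 3 SD, cut at about 22% in these data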;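 note: 0% = DMSO only wells and the 100% control is not disclosed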
NOD2-RIPK2 inh – inhibitors of human NOD2-RIPK2 interaction; O43353; CHO BLA complementation NOD2-RIPK2, CCF4 ratio; inhibition, % at 4.98 µM; actives 0.38% (n = 360,000); AID 624267; in the data active = inhibition above about 21%;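 note: 0% = vehicle only and 100% = reference blocker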
Target sequence (O43353 whole entry, looked up): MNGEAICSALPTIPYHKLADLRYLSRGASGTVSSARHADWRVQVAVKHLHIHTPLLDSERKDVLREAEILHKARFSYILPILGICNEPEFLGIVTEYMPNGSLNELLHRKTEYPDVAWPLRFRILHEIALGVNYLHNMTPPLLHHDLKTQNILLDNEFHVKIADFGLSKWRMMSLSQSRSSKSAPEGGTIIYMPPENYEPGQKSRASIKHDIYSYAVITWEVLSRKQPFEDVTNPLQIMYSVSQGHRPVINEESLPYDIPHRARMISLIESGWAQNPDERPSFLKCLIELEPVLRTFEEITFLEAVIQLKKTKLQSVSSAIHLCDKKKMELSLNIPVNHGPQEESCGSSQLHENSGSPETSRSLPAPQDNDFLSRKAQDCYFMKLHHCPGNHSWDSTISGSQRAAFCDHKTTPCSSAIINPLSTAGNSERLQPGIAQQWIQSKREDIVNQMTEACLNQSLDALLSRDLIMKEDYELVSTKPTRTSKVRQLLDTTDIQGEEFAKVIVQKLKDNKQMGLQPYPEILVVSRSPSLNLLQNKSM
NCOA2 inhibitor – inhibits human steroid receptor coactivator 2 | actives 0.17% (n = 370,000) | AID 651957 | inhibition, % at 9 µM | HEK293 GAL4-SRC2 luciferase reporter, luminescence | Q15596;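 active = inhibition above the mean inhibition of all tested compounds plus 3 SD, set per campaign, cut at about 52% in these data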;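 note: 0% = DMSO treated cells and 100% = cells given Gossypol at 36 µM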
TLR9-MyD88 block – blocks human TLR9 binding to MyD88; actives 0.21% (n = 340,000); Q9NR96+Q99836; CHO BLA complementation TLR9-MyD88, CCF4 FRET ratio; AID 504734; inhibition, % at 4.98 µM;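 active = inhibition above the mean over all tested compounds plus 3 SD, cut at about 21% in these data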;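 note: 0% = DMSO only wells and 100% = clavulanate BLA inhibitor control wells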
Numbers without * were called inactive; nt = not tested or not shown. An excerpt; count on the stated rates, not on these rows.

MC4R barr agon,SRC1 inh,SRC3 inh,EBV LMP1 NFkB,NR5A2 inv ag,MC4R antagonist,COUP-TFII inh,ABHD5-PLIN5 inh,NOD2-RIPK2 inh,NCOA2 inhibitor,TLR9-MyD88 block,Molecule
-2.9,-14,-84,-1,-11,-2,-12,-2,-17,-32,2,CC(C)CNC(=O)/C(C#N)=C1\N=C(NC(=O)c2ccco2)c2ccccc21
-1.4,12,15,7,-10,3,38*,-13,1,37,-1,O=C(c1c(F)cccc1F)N1CCN(S(=O)(=O)c2ccc3c(c2)OCCO3)CC1
-1.0,-32,3,2,-2,10,nt,8,9,nt,-16,O=C(Nc1ccc(F)cc1F)C1CCCN(c2ncnc3c2nc2n3CCCCC2)C1 (stereo unspecified)
1.1,-2,4,2,4,1,-11,0,14,-38,0,CC(Sc1nnc(N)s1)C(=O)Nc1ccc2c(c1)OCCO2 (stereo unspecified)
-3.8,-93,3,-3,-1,2,16,2,4,-5,0,CCCCn1c(N)c(N(Cc2ccccc2OC)C(=O)COc2ccc(F)cc2Cl)c(=O)[nH]c1=O
-0.3,9,8,nt,-7,4,11,0,2,-26,nt,CCN(CC)CC(O)CCCCCCCCC(=O)OC (stereo unspecified)
-1.6,2,7,-3,9,3,5,-1,1,-10,0,O=C(CN1C(=O)CCC1=O)Nc1nc(-c2ccc(Oc3ccccc3)cc2)cs1
-3.0,-10,-1,0,-12,4,3,-6,0,10,-2,CC(C)(C)NC(=O)C(c1ccco1)N(C(=O)Cn1nnc(-c2ccc(F)cc2)n1)c1ccccc1F (stereo unspecified)
-0.5,2,27,38,-2,15,38*,7,3,28,-6,CCCCCCC(=O)N(O)C1CC(=O)N(c2ccc(F)cc2)C1=O (stereo unspecified)
-2.5,-1,6,0,-1,2,4,-6,-3,-25,1,COc1ccc(N2CCN(C(=O)C3CCN(S(=O)(=O)c4ccc(F)cc4)CC3)CC2)cc1
-0.7,-12,24,68*,-22,3,24,-3,2,48,2,CCCSc1ccc2nc(-c3ccccc3)cn2c1
0.0,-6,13,6,14,10,1,0,6,1,-2,CC(C)(C)S(=O)c1cccs1 (stereo unspecified)
-1.9,-19,-8,-1,4,12,4,0,7,-4,3,COc1cc(C(=O)CSc2nncn2C)cc(OC)c1OC
-1.5,2,16,-3,3,10,13,0,3,-6,7,CC(C)NC(=O)C1CCN(C2CCN(C(=O)c3ccc4cccc(F)c4n3)CC2)CC1
-2.6,-70,-29,-2,-20,-10,-1,1,-6,-28,-1,Cc1cccc(C(=O)NNC(=O)c2ccco2)c1O
-1.8,-58,-33,-12,-119,0,-22,-6,-7,-77,-3,Cc1ccc2oc(Nc3nc(C)c(C)c(C)n3)nc2c1
-1.9,-8,-6,2,3,5,2,-5,-2,-22,5,NC(=O)c1ccc(NC(=O)COC(=O)CCCOc2ccccc2)cc1
2.7,-6,14,1,16,1,11,-11,4,12,2,Cc1ccccc1NS(=O)(=O)c1cc(C(=O)NCCSC2CCCCC2)ccc1C
1.2,-6,17,-10,-19,1,12,5,-5,4,-3,CC1CCN(CCCNC(=O)c2ccc3c(Cl)c4c(nc3c2)CCCC4)CC1
-1.2,8,-18,6,6,3,-22,-8,-2,3,3,CCCCc1nnc(NC(=O)CCS(=O)(=O)Cc2ccccc2)s1
-0.7,-16,1,16,-10,-7,-3,13,-7,-12,3,O=C(CNC(=O)c1ccc2c(c1)OCO2)N/N=C(Br)/C=C/c1ccccc1
3.7,6,2,4,44,4,13,10,-5,0,2,CC(=O)Nc1ccc(NC(=O)CSc2ccc(-c3ccco3)nn2)cc1
2.1,2,-4,14,-1,5,11,2,1,-10,-2,CC1CC(C)(C)CC2(C1)NC(=O)N(CC(=O)N(Cc1ccccc1)c1ccccc1)C2=O (stereo unspecified)
0.6,4,-26,0,4,25,-17,-2,6,-7,7,CCc1ccc(OCC(=O)N(Cc2cccs2)C2CCS(=O)(=O)C2)cc1 (stereo unspecified)
-0.8,-22,6,4,-5,0,-23,4,4,-6,4,CC(=O)Nc1cccc(-c2csc(N)n2)c1
0.6,-5,30,-12,-22,1,6,3,-15,-21,nt,CC1(C)CN=C(N(C(=O)Nc2ccccc2)c2ccccc2F)S1
-0.6,-5,-16,3,-10,5,-1,8,1,2,-3,COc1ccc(CN2C(=O)C(CC(C)C)Nc3ncnc(N4CCOCC4)c32)cc1 (stereo unspecified)
-0.4,0,15,-4,-7,-2,3,2,-8,-1,-16,COc1cccc(-c2ccc(-c3noc(-c4ccccc4F)n3)c(OC)n2)c1
-2.7,-10,11,1,16,-2,-19,-1,0,-19,8,CCN(CC(=O)NCc1ccc(Cl)cc1)C(=O)c1ccc(S(=O)(=O)N(C)C)cc1
-0.8,4,13,3,12,-6,-3,1,-3,11,-1,C=CCNC(=O)C(=O)Nc1cc2c3c(c1)CCC(=O)N3CCC2
0.0,-9,11,-2,3,3,19,0,2,13,nt,S=C(NC1CCCCC1)NC1CC2C=CC1C2 (stereo unspecified)
3.8,13,17,-3,9,-1,2,9,-3,11,-6,CCOc1ccc2ccccc2c1/C=N\NC(=O)c1ccc([N+](=O)[O-])cc1
2.1,-4,-22,2,0,5,-2,0,-13,-26,1,C[C@H]1Oc2ccccc2C(=O)C1C(=O)c1ccccc1 (stereo partly specified)
-0.5,-4,17,6,1,3,-15,-3,3,-2,10,CC1(C)CC(=O)c2c(O)cc(OCC(=O)Nc3ccc(S(N)(=O)=O)cc3)cc2O1
nt,nt,nt,nt,-30,nt,-5,4,10,-12,nt,CCCCOCCCNC(=O)C[C@@H]1C[C@@]2(C(=O)OC)CCCCC=C2N(Cc2ccccc2)C1=O
-1.0,-2,16,-4,11,0,14,0,-7,-13,-19,O=C(NCc1ccco1)C(c1ccco1)N(CCc1ccccc1)C(=O)Cn1nnc2ccccc21 (stereo unspecified)
1.8,-8,2,4,-3,-1,7,-3,-5,-7,-5,NC(=O)c1ccc(NC(=O)COC(=O)CCSc2ccccc2)cc1
0.5,12,7,-4,38,1,7,-1,-12,-30,-1,O=C(NCc1ccc2[nH]c3c(c2c1)CCCC3)c1ccc(S(=O)(=O)N2CCCCC2)cc1
1.1,0,4,9,-7,14,2,-7,-5,17,-5,COc1ccc(-c2nc(C#N)c(N3CC(C)OC(C)C3)o2)cc1OC (stereo unspecified)
-1.7,0,5,-1,-13,3,1,-2,-7,21,5,Cc1cc(C)c(NC(=O)C2CCCN(S(=O)(=O)c3c(C)noc3/C=C/N(C)C)C2)c(C)c1 (stereo unspecified)
0.0,9,13,3,-17,17,4,-3,2,-31,-6,Cc1cnc(NC(=O)Cc2ccccc2F)s1
-0.3,-12,14,0,7,19,-11,-7,-5,-4,-11,COc1ccc(C(=O)NC2CCCc3c2cnn3-c2cc(F)cc(F)c2)c(OC)n1 (stereo unspecified)
-2.2,-13,8,4,2,-4,-11,24*,7,-21,13,Nc1nc(-c2ccccc2)c(N=Nc2ccccc2Cl)s1
-1.5,-5,3,2,16,19,5,-12,-2,-15,-8,COc1ccc(CCNc2cc(C)nc(N)n2)cc1OC
1.4,1,15,6,-9,15,12,5,5,24,2,CCN(CC(=O)Nc1c(F)cccc1F)C(=O)CSCC(=O)Nc1cc(C)on1
-0.4,8,16,-34,16,2,-11,3,4,-10,11,Cc1cc(=O)oc2c3c(cc(OCC(=O)NC(Cc4ccc(Cl)cc4)C(=O)O)c12)OC(C)(C)CC3 (stereo unspecified)
-0.7,-12,15,-9,-1,-2,-1,-9,-5,14,-11,Cc1cc(Cl)ccc1Oc1ncc(CN2CCN(c3ccccc3)CC2)s1
-1.7,-18,4,-4,-11,-3,-9,3,-1,0,-2,C/C(=N/OC(=O)c1cccc(Cl)c1)c1nccs1
7.4,-4,14,1,18,15,-13,-1,0,-13,6,CC(C)(C)c1nc2ccccc2c2nnc(SCC(=O)Nc3nc4ccccc4s3)n12
-1.6,3,16,-5,14,1,8,9,3,-22,0,COc1ccc(-n2cnnc2SCC(=O)c2cc(C)n(Cc3cccs3)c2C)cc1
-0.8,9,7,-5,-10,1,-19,1,-6,-17,-3,CC(NCc1cccn1C)c1ccccc1 (stereo unspecified)
-0.5,-11,-39,1,8,27,-6,-1,-4,7,0,CCN(CC)S(=O)(=O)c1ccc(OC)c(NC(=O)CC2CCCC2)c1
-0.1,-11,10,-8,4,14,1,-3,0,16,-5,CCOc1ccc(CCNC(=O)CCc2nc3ccccc3[nH]2)cc1OCC

Ordered by molecular weight (highest first): three of the compounds above.
MC4R barr agon,SRC1 inh,SRC3 inh,EBV LMP1 NFkB,NR5A2 inv ag,MC4R antagonist,COUP-TFII inh,ABHD5-PLIN5 inh,NOD2-RIPK2 inh,NCOA2 inhibitor,TLR9-MyD88 block,Molecule
2.7,-6,14,1,16,1,11,-11,4,12,2,Cc1ccccc1NS(=O)(=O)c1cc(C(=O)NCCSC2CCCCC2)ccc1C
-0.1,-11,10,-8,4,14,1,-3,0,16,-5,CCOc1ccc(CCNC(=O)CCc2nc3ccccc3[nH]2)cc1OCC
1.1,0,4,9,-7,14,2,-7,-5,17,-5,COc1ccc(-c2nc(C#N)c(N3CC(C)OC(C)C3)o2)cc1OC (stereo unspecified)
